M. tuberculosis HTS = M. tuberculosis growth inhibition, HTS (AID 449762); M. tuberculosis H37Rv growth inhibition, 7H9 media; higher % means a stronger effect; 330,000 tested, 0.59% active; inhibition, % at 25 µM; hits with a dose series show IC50 in µM; in the data active means a potency from the dose series; inconclusive means inhibition above about 70% without an active follow-up result;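 further: bacterial growth assessed after seven days of incubation; strong numbers were not always called active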
influenza NS1A = H1N1 influenza NS1A inhibitors, functional cell based assay (AID 504329); NS1A functional cell-based assay, percent inhibition; higher % means a stronger effect; 340,000 tested, 0.3% active; inhibition, % at 12.5 µM; hits with a dose series show IC50 in µM; in the data active means a potency from the dose series; inconclusive means inhibition above about 27% without an active follow-up result; further: strong numbers were not always called active
Salmonella PhoP GFP = Inhibition of PhoP regulon, Salmonella typhi GFP reporter cells, confirmation, 4 h (AID 1850); 310,000 tested, 0.33% active; one-dose inhibition, % at 50 µM; IC50 in µM for titrated hits; Salmonella Typhi PhoP-promoter GFP reporter, fluorescence, 4 h; higher % means a stronger effect; in the data active means a potency from the dose series; inconclusive means inhibition mostly from about 25% at the one dose, without a potency; inactive means the rest, 99 in 100 with inhibition below about 19%;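 further: 0% = induced wells with vehicle and 100% = uninduced wells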
VEEV TC-83 Vero = inhibitors of VEEV TC-83 cytopathic effect, confirmation, Vero cells (AID 588727). Vero cells, VEEV TC-83 cytopathic effect inhibition; higher % means a stronger effect. inhibition, % at 20 µM, or IC50 in µM where a hit was titrated. 350,000 tested, 0.13% active; in the data active means a potency from the dose series; inconclusive means inhibition mostly from about 14% at the one dose, without a potency; inactive means the rest, 99 in 100 with inhibition below about 12%; further: strong numbers were not always called active
tuberculosis growth = growth inhibition of non-replicating M. tuberculosis (AID 488890). Mycobacterium tuberculosis non-replicating, growth inhibition; higher % means a stronger effect. one-dose inhibition, % at 25 µM; IC50 in µM for titrated hits. 320,000 tested, 0.39% active; in the data active means a potency from the dose series; inconclusive means inhibition mostly from about 82% at the one dose, without a potency; inactive means the rest, 99 in 100 with inhibition below about 76%;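 further: plate controls were DMSO cells for no effect and high antibiotic wells for full effect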
VEEV TC-83 Vero 10K pilot screen = further read-out of VEEV TC-83 Vero, marked with its call; inhibition, %; measured here: 10K pilot screen inhibition
* hit, by the source's call; i = inactive; ? = inconclusive; · = no result given; & = joins results of further samples.

SMILES	M. tuberculosis HTS	influenza NS1A	Salmonella PhoP GFP	VEEV TC-83 Vero	tuberculosis growth	others
CC(C)(C)c1ccc(N/N=C(\C#N)S(=O)(=O)C(C)(C)C)cc1	1%	-1%	-3%	4.7%	-1%
O=C(Nc1cccnc1Cl)c1cc(-c2ccc(Br)cc2)on1	15%	13%	-19%	1.1%	33%
CC1CCN(C(=O)COC(=O)c2cc3ccccc3cc2O)CC1	?	1%	4%	3.2%	2µM*
COC(=O)c1ccc(COc2cc(O)c3c(c2)OC(C)(C)CC3=O)cc1	20%	8%	-4%	5.6%	69%
COc1ccc(-n2cnnc2SCC(=O)Nc2cc(S(=O)(=O)N3CCCCC3)ccc2C)cc1	8%	2%	-4%	0.1%	20%	VEEV TC-83 Vero 10K pilot screen=1.0
COc1cccc(CN(C)C(=O)c2cccc(S(=O)(=O)N3CCN(c4ccccc4)CC3)c2)c1OC	·	7%	·	4.5%	·
COC(=O)c1cc(NC2c3ccccc3C(=O)N2c2ccc(Cl)cn2)cc(C(=O)OC)c1 (stereo not drawn)	-1%	-1%	-9%	9.2%	8%
Cc1ccc(C(=O)NCCN(C)C)c(C)c1	3%	1%	-2%	0.0%	-3%
CN(C(=O)c1ccccc1C(=O)c1ccccc1)C1CCS(=O)(=O)C1 (stereo not drawn)	-8%	-2%	-7%	i	0%
Cc1ccc(C(C)C)cc1S(=O)(=O)NCc1ccccn1	-2%	-6%	-5%	1.4%	75%
CSc1nc(=S)cc(C)[nH]1	-5%	3%	8%	i	6.2µM*
O=C(NCc1cccnc1)/C(=C/c1ccc([N+](=O)[O-])cc1)NC(=O)c1ccccc1	2%	-18%	·	1.1%	-3%
O=C(COC(=O)c1cc(Br)ccc1O)NCC1CCCO1 (stereo not drawn)	3%	-6%	3%	2.5%	50%
Cc1cc(C)c(C#N)c(SCc2nc3ccccc3c(=O)[nH]2)n1	0%	8%	-4%	0.1%	6%	VEEV TC-83 Vero 10K pilot screen=2.5
CCCC1=NN2C(=N)/C(=C\c3cc(C)n(-c4cc(C)cc(C)c4)c3C)C(=O)N=C2S1	60%	-6%	-12%	2.3%	22%
c1ccc(CN(Cc2ccco2)C(c2ccncc2)c2nnnn2C2CCCC2)cc1 (stereo not drawn)	4%	12%	3%	0.3%	11%
Cc1nc2ccccc2c(=O)n1/N=C/C=C/c1ccccc1	-7%	11%	2%	4.2%	-18%
CCCCn1c(N)c(N(CCOC)C(=O)CN(C)S(=O)(=O)c2ccc(Cl)cc2)c(=O)[nH]c1=O	-14%	-12%	8%	1.5%	0%
CC/C(=N\NC(=O)CSCc1ccccc1Cl)c1ccc2c(c1)OCCO2	7%	6%	-10%	i	3%
CCCOc1ccc(CNC(=S)N/N=C/c2ccc([N+](=O)[O-])cc2)cc1	11%	7%	6%	i	4%
O=C(NCC1CCCO1)C(=O)N/N=C/c1cccc(Cl)c1 (stereo not drawn)	-6%	1%	-8%	i	30%
CCn1c(N2CCN(Cc3ccc([N+](=O)[O-])cc3)CC2)nc2ccccc21	3%	-2%	-6%	0.8%	46%
COC(=O)CC(NS(=O)(=O)c1cccs1)c1ccccc1Cl (stereo not drawn)	·	2%	-1%	0.6%	-23%
Cc1nc([N+](=O)[O-])cn1Cc1cccc2ccccc12	2%	-4%	0%	0.2%	2%
COC1(OC)N=C(NC(=O)Nc2ccccc2)C2(C#N)C(c3ccccc3)C12C#N (stereo not drawn)	3%	2%	0%	i	-9%

Structures shown so far with a cyano group, in the order listed:
SMILES	M. tuberculosis HTS	influenza NS1A	Salmonella PhoP GFP	VEEV TC-83 Vero	tuberculosis growth	others
CC(C)(C)c1ccc(N/N=C(\C#N)S(=O)(=O)C(C)(C)C)cc1	1%	-1%	-3%	4.7%	-1%
Cc1cc(C)c(C#N)c(SCc2nc3ccccc3c(=O)[nH]2)n1	0%	8%	-4%	0.1%	6%	VEEV TC-83 Vero 10K pilot screen=2.5
COC1(OC)N=C(NC(=O)Nc2ccccc2)C2(C#N)C(c3ccccc3)C12C#N (stereo not drawn)	3%	2%	0%	i	-9%

Next records follow.
SMILES	M. tuberculosis HTS	influenza NS1A	Salmonella PhoP GFP	VEEV TC-83 Vero	tuberculosis growth	others
N#C/C(=C/c1ccc([N+](=O)[O-])cc1)C(N)=O	-9%	5%	-12%	1.4%	-11%
COc1ccc(/C=N/NC(=O)c2cccc3ccccc23)c(OC)c1OC	4%	·	1%	0.0%	6%
O=C(c1ccc2c(c1)OCO2)N(Cc1cccs1)C1(C(=O)NC2CCCCC2)CCCCC1	-4%	4%	4%	0.9%	48%
O=C(COc1cccc2cccnc12)Nc1ccccc1N1CCOCC1	3%	1%	-1%	4.1%	16%
COc1ccc(C(CNC(=O)CNC(=O)c2cccc(Cl)c2)N2CCCC2)cc1 (stereo not drawn)	1%	0%	·	1.6%	20%
Cc1c(-c2ccccc2)n[nH]c1C(=O)NN	3%	12%	-6%	0.6%	12%
COc1ccc2[nH]c(=O)c(CN(CCCN(C)C)C(=O)Nc3ccccc3)cc2c1	-5%	-9%	-1%	2.6%	8%
O=C(COC(=O)c1ccccc1-n1cnnn1)c1ccccc1	9%	-13%	-6%	0.5%	2%
COC(=O)/C=C1\N/C(=N/c2nc(C)c3cc(OC)ccc3n2)NC1=O	-3%	-5%	-8%	13%	4%
Cc1cccn2cc(CCNS(=O)(=O)c3cccs3)nc12	5%	2%	23%	i	-3%
O=C(CCSc1ccc(F)cc1)NNC(=O)c1ccccc1Cl	-4%	-6%	·	2.3%	1%
Cc1ccccc1NC(=O)CN1C(=O)S/C(=C/c2cccnc2)C1=O	4%	-2%	5%	2.6%	-9%
COc1cc(S(=O)(=O)n2ccc(C)n2)c(OC)cc1Cl	-3%	9%	-5%	0.4%	-18%
CCCCn1c(SCC(=O)Nc2ccc3c(c2)CCC3)nc2ccccc2c1=O	8%	2%	-7%	0.8%	2%
COc1ccccc1C(=O)N1CCN(C(=O)c2oc3ccc(C)cc3c2C)CC1	-12%	7%	-1%	7.7%	7%
O=C(NCc1ccccc1Cl)c1ccc(CSc2nc3ccncc3[nH]2)cc1	-4%	-7%	14%	3.9%	?
CCOC(=O)N1CCN(C(=O)c2ccc(CS(=O)Cc3ccccc3Cl)o2)CC1 (stereo not drawn)	3%	4%	5%	0.3%	-10%
COc1cccc(-c2nnc(SCc3cccnc3)o2)c1	-9%	-4%	-15%	i	75%
CCCCCn1cnc2sc(-c3ccccc3)cc2c1=O	20%	-4%	-3%	i	51%	VEEV TC-83 Vero 10K pilot screen=2.2
CCC(C)NC(=O)Nc1ccccc1F (stereo not drawn)	2%	-13%	-4%	0.1%	-11%
CN(c1ccc(C(=O)NCc2ccco2)cc1)S(C)(=O)=O	-5%	3%	12%	i	-4%
Cc1cc2c(c(=O)n1Cc1ccccn1)C(c1ccc3c(c1)OCO3)C(C#N)=C(N)O2 (stereo not drawn)	-5%	19%	-5%	3.2%	2%
COc1cccc(C(=O)Nc2cccc(-c3nnc(-c4ccco4)o3)c2)c1	5%	0%	-3%	10%	37%
Nc1cc(=O)[nH]c(SCC(=O)Nc2ccccc2Sc2ccc(Cl)cc2)n1	2%	-1%	-2%	0.5%	30%
CCCc1ccc(OCC(O)CN2CCN(c3ccccc3)CC2)cc1 (stereo not drawn)	34%	-11%&-6%	3%	0.0%&0.4%	59%

Looked up by compound from the list above (4):
SMILES	M. tuberculosis HTS	influenza NS1A	Salmonella PhoP GFP	VEEV TC-83 Vero	tuberculosis growth	others
CN(c1ccc(C(=O)NCc2ccco2)cc1)S(C)(=O)=O	-5%	3%	12%	i	-4%
Cc1c(-c2ccccc2)n[nH]c1C(=O)NN	3%	12%	-6%	0.6%	12%
O=C(NCc1ccccc1Cl)c1ccc(CSc2nc3ccncc3[nH]2)cc1	-4%	-7%	14%	3.9%	?
O=C(CCSc1ccc(F)cc1)NNC(=O)c1ccccc1Cl	-4%	-6%	·	2.3%	1%

Carrying on.
SMILES	M. tuberculosis HTS	influenza NS1A	Salmonella PhoP GFP	VEEV TC-83 Vero	tuberculosis growth	others
CCCc1nnc(N2C(=O)c3cccc4cccc(c34)C2=O)s1	1%	-1%	0%	0.7%	0%
Cc1csc(SCC(=O)Nc2sc3c(c2C#N)CCC3)n1	-1%	-1%	6%	4.5%	-2%
COc1ccc(-n2c(=S)[nH]c3cc(C(=O)Nc4ccccc4OC)ccc3c2=O)cc1	2%	·	-6%	·	-4%
Cc1cc2nc(NCCCO)n(CC(=O)c3cc(C(C)(C)C)c(O)c(C(C)(C)C)c3)c2cc1C	?	0%	6%	i	?
CC(Sc1nnc(Cc2cccs2)n1C1CCCCC1)C(N)=O (stereo not drawn)	-6%	0%	11%	3.1%	-13%
CC1(C)CC(=O)N(c2ccccc2)C1(C)O (stereo not drawn)	-2%	-4%	15%	i	5%
C=CCn1c(SCC(=O)C(C)(C)C)nnc1-c1cccs1	-8%	-3%	1%	1.3%	15%	VEEV TC-83 Vero 10K pilot screen=0.1
COc1ccc(C2OC(=O)C(C)(C)C(=O)C2(C)C)cc1OC (stereo not drawn)	-7%	-18%	7%	1.8%	-5%
COc1ccc(CN(C)C(=O)c2ccc3c(=O)n4c(nc3c2)CCC4)c(OC)c1	-5%	-1%	-3%	3.0%	-1%
Cc1cc(=O)oc2cc3c(cc12)CCCN3	3%	15%	-13%	8.0%	-4%
COc1cc(NC(=O)C2CCC(CNc3c(N4CCCCC4)c(=O)c3=O)CC2)cc(OC)c1 (stereo not drawn)	-4%	-4%	-15%	6.6%	·
O=C(COC(=O)Cc1ccc(F)cc1)NCc1ccco1	5%	1%	-6%	0.1%	51%
COc1ccc(CN(C(=O)c2nsc(Cl)c2Cl)C(C(=O)NC2CCCC2)c2ccc(OC)cc2)cc1 (stereo not drawn)	-3%	6%	-1%	i	2%
CCOCCCNC(=O)CCn1ccc2cc(S(=O)(=O)N3CCCC3)ccc21	-1%	13%	-25%	1.6%	7%
COC(=O)c1cn(C(=O)c2ccccc2F)nc1N	-6%	10%	-9%	0.6%	2%
CCn1c(SCc2ccc(F)cc2)nnc1C1CCN(S(=O)(=O)c2ccc(OC)cc2)CC1	5%	-19%	-4%	2.6%	29%
CCc1ccccc1NC(=O)CN1CCN(C(=O)C(C)NC(=O)c2ccc(Cl)cc2)CC1 (stereo not drawn)	·	-5%	·	6.1%	·
CC(C)(C)NC(=O)C(=O)NNC(=O)COc1ccccc1	9%	-12%	7%	0.6%	27%
Cc1cc(S(=O)(=O)NCCCN2CCOCC2)ccc1F	3%	-25%	-6%	1.1%	8%

High-throughput results: PubChem, Southern Research Specialized Biocontainment Screening Center
